TLR4-MyD88 inh = inhibitors of human TLR4-MyD88 binding; O00206; Cell-based TLR4-MyD88 binding inhibition assay; inhibition, % at 10 µM; 16,000 compounds, 0.06% hits; in the data active means inhibition above about 45%
PME-1 Maybridge = inhibitors of human PME-1 in Maybridge library. recombinant PME-1, FP-Rh probe fluorescence polarization. Q9Y570. 16,000 compounds, 0.5% hits. inhibition, % at 9 µM; in the data active means inhibition above about 30%
Target sequence (Q9Y570 whole entry, looked up): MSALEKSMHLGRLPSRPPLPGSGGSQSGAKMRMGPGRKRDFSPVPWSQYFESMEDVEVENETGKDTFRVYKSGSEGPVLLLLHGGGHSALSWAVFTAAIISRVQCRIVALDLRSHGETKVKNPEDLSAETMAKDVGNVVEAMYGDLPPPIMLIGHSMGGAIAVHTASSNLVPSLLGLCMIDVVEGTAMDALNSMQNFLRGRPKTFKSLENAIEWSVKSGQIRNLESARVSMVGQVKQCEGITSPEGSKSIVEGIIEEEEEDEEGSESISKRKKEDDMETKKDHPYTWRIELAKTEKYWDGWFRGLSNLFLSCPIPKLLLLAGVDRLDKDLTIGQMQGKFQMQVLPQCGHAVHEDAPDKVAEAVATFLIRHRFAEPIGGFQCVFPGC
NOTCH agonist = activates NOTCH signaling in reporter cells; NOTCH signaling luciferase reporter cells, luminescence; 15,000 compounds, 0.4% hits; activation, % at 2.5 µM; in the data active means activation above about 2.2%
rat GALR2 agon = agonists of rat galanin receptor 2 (GALR2). activation, % at 10 µM. cell-based GALR2 agonist screen. 16,000 compounds, 0.5% hits; in the data active means activation above about 15%
luminol inh ctr = counter-screen for Nox1 inhibitors: inhibitors of luminol chemiluminescence; HRP/luminol/H2O2 chemiluminescence counterscreen; inhibition, % at 6.7 µM; 16,000 compounds, 0.4% hits; AID 1823; further: reference of the scale not given here
Nox1 inhibitor = inhibitors of human NADPH oxidase 1 (Nox1) | HT29 cells, luminol chemiluminescence ROS | inhibition, % at 6.7 µM | 16,000 compounds, 0.81% hits | Q9Y5S8
S1P1 ag = activates the human S1P1 receptor; activation, % at 4.5 µM; S1P1 agonist cell-based reporter assay; 16,000 compounds, 1.5% hits; AID 1044; in the data active means activation above about 80%
OPRK1 antag MB = antagonists of human kappa opioid receptor OPRK1, Maybridge library. inhibition, % at 9 µM. OPRK1 cells, antagonist mode, fluorescence readout. 16,000 compounds, 0.4% hits. P41145; in the data active means inhibition above about 50%
Target sequence (P41145 whole entry, looked up): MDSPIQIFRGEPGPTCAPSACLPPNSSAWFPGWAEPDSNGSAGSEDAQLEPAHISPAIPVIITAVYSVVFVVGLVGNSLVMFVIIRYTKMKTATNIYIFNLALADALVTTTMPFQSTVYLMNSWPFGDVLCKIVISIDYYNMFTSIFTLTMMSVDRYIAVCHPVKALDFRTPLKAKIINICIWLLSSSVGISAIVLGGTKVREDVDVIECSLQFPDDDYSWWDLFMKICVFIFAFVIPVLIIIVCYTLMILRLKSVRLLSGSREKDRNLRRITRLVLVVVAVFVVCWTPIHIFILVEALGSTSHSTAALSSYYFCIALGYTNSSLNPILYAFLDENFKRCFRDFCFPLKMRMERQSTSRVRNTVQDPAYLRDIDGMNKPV
The depositor's hits bear a star; x = not tested or not shown. Unless noted, no stated cut-off is given here; in the data, active means inhibition above about 75%; inactive means the rest.

SMILES	TLR4-MyD88 inh	PME-1 Maybridge	NOTCH agonist	rat GALR2 agon	luminol inh ctr	Nox1 inhibitor	S1P1 ag	OPRK1 antag MB
Cc1nn(-c2ccccc2)nc1CNC(=O)c1cc(F)cc2c1OCOC2	3.3	-2.6	-0.2	-6.7	2.6	-33.9	-38.9	-3.0
CC(=O)OC(C(=O)O)C(OC(C)=O)C(=O)Nc1ccc(Cl)cc1 (centres undefined)	17.8	-1.9	-0.7	-6.6	2.3	-85.7	13.4	8.3
O=S(=O)(c1cc(S(=O)(=O)N2CCOCC2)c(Cl)s1)N1CCOCC1	-1.9	7.2	-0.1	-1.6	-5.6	-9.5	-8.2	0.2
CSC(=S)Nc1ccc(NC(C)=O)cc1	-1.4	2.7	0.1	-5.1	-5.0	1.4	26.5	-8.7
C/C(Cn1c(=O)oc2ccccc21)=N\OC(=O)Nc1ccccc1	5.9	1.1	-0.1	-5.4	-1.1	-35.2	-9.0	-8.3
CNc1ncc(C(F)(F)F)cc1[N+](=O)[O-]	11.0	-0.4	0.5	-4.3	-2.7	-19.1	3.7	5.7
CC(C)(C)n1nc(-c2ccc(Cl)cc2)c(C#N)c1N	-3.4	-0.3	0.1	1.3	-1.6	25.0	-18.3	-7.0
CC(=O)N/C(=C\c1ccc(Cl)cc1)C(=O)O	-0.6	1.0	x	-10.8	2.1	-15.0	-20.8	3.9
O=C(Nc1ccc(Cl)cc1)c1cnc(SCc2ccco2)cc1C(F)(F)F	6.2	-4.0	0.2	-9.2	-0.6	3.7	17.9	4.1
C=CCn1c(SC)nnc1-c1ccc2ncccc2c1	-1.6	4.7	-0.2	-1.9	-5.5	-9.6	-2.1	16.0
Oc1c(Cl)cc(Cl)cc1/C=N/NCCc1ccccn1	1.1	6.8	1.3	-2.2	-4.0	-10.5	7.4	-9.0
Cc1noc(C)c1C(=O)Sc1nccc(C(F)(F)F)n1	8.4	0.1	-5.6	-4.6	-2.9	-54.5	-1.8	-1.5
CC(=O)c1cc(C#N)c(=O)[nH]c1C	7.9	3.2	0.2	-0.8	1.1	-28.2	-7.5	12.2
COc1ccc(C(=O)NNS(=O)(=O)c2cn(C)cn2)cc1OC1CCCC1	2.0	0.4	0.0	-2.0	33.6	7.6	-12.8	2.0
Cc1cc(Cc2ccc(C(F)(F)F)cc2)c(=O)[nH]n1	1.6	1.9	-0.1	-4.6	-4.3	-22.4	-15.2	-7.0
Cc1nn(C)c2[nH]c(C(F)(F)F)cc(=O)c12	4.0	0.6	0.6	-6.5	2.2	-41.2	-0.4	-4.7
N#CCOc1ccc(Br)cc1	5.7	1.3	0.3	-9.5	-2.1	-10.0	-5.4	5.4
CC1CC(NC(=S)NCCO)CC(C)(C)C1 (centres undefined)	2.8	-13.7	1.4	-5.2	6.3	-7.7	1.1	-13.7
O=C1C=CC(=O)N1c1ccc(-c2nc3ccccc3o2)cc1	-1.2	-3.0	-0.8	-5.9	8.9	-32.0	1.1	-3.1
NNC(=O)/C(=C\c1ccco1)NC(=O)c1ccccc1	-6.1	-51.9	-0.1	-8.1	-0.7	-25.0	-8.6	-21.5
O=C(Nc1ccccc1)c1ccccc1	10.1	1.8	-1.0	-3.4	-5.8	7.1	2.1	2.5
N#Cc1nccnc1Sc1ccc(Cl)cc1	-3.2	9.2	0.6	-3.9	-7.2	20.2	8.9	8.9
O=C1CSc2nc3ccccc3n21	7.2	7.9	-0.2	10.1	1.3	-38.9	-4.2	11.9
O=C(NCc1ccc2c(c1)OCO2)Nc1ccc(OCc2ccccc2)cc1	-0.7	-5.4	-0.1	-6.0	-1.6	-2.7	-14.0	-12.6
CSc1noc(-c2ccc(S(=O)(=O)NCc3ccccc3)s2)c1C#N	-11.6	-0.5	0.3	-4.4	-1.5	10.8	8.9	-3.2
CN(C)/C=C(\C#N)C(=O)N1CCCC1	-5.7	-1.3	-0.5	-7.4	0.6	-38.1	-6.3	7.3
Cc1nnsc1-c1nnc(SCC(=O)c2ccc3c(c2)OCO3)n1C1CC1	12.0	1.7	-1.4	-4.0	0.8	-35.9	0.9	-3.8
COC(=O)CSCCC(=O)Nc1cc(C)on1	-3.2	5.4	0.3	-3.8	-7.0	-2.5	-5.8	5.2
Cn1c(=O)c2c(nc(N3CCOCC3)n2C/C=C/c2ccccc2)n(C)c1=O	-5.0	5.3	-0.2	-5.2	-2.9	-13.1	-0.2	5.5
CCC(C(=O)NNC(=O)c1cc(OC)c(OC)c(OC)c1)c1ccccc1 (centres undefined)	0.1	5.1	-0.3	-4.4	0.3	-6.7	2.5	0.9
O=c1cc(C(F)(F)F)[nH]c2ccc(OC(F)(F)F)cc12	-2.4	1.1	2.2	-8.0	-0.1	-8.9	49.0	5.0
COC(=O)c1ccccc1SCC(=O)c1cccc([N+](=O)[O-])c1	5.9	1.7	-0.4	-9.1	10.7	3.7	12.2	-9.5
N#CC(C#N)=CNNC(=O)CNC(=O)c1ccccc1[N+](=O)[O-]	-3.1	-2.7	-5.1	-6.1	0.9	-10.7	-14.3	14.4
CC(C)(C)OC(=O)N1C(C(=O)O)COC1(C)C (centres undefined)	0.1	1.1	-0.5	-4.5	-3.9	-38.1	-9.2	-9.7
CCc1ccc(S(=O)(=O)Nc2ccc(C)c(NS(C)(=O)=O)c2)cc1	8.9	4.8	-0.5	-4.4	6.8	9.2	6.0	6.7
O=C(NC1CCCCNC1=O)c1cnn(-c2ccccc2)c1C(F)(F)F (centres undefined)	3.8	3.4	0.1	-0.2	-1.7	-3.4	4.5	0.3
COC(=O)c1cc(OC)c(OC)cc1NC(=O)CSc1ccc(Cl)cc1	4.5	5.1	-0.8	13.3	0.7	-23.8	4.3	-4.5
Cc1onc(-c2c(F)cccc2Cl)c1C(=O)NC(=S)N=S(C)(=O)c1ccc(Cl)cc1 (centres undefined)	-4.3	0.6	0.0	4.0	10.3	-44.0	-2.5	-28.4
CCOC(=O)/C(C#N)=C/Nc1ccsc1C(=O)OC	3.0	4.4	-0.5	-1.4	-4.0	29.3	-4.0	17.1
Cc1oc(-c2cccs2)cc1C(=O)O	17.7	-0.3	-0.1	-5.7	3.6	-25.0	0.7	5.6

11 compounds from above, ordered by length of the SMILES, descending.
SMILES	TLR4-MyD88 inh	PME-1 Maybridge	NOTCH agonist	rat GALR2 agon	luminol inh ctr	Nox1 inhibitor	S1P1 ag	OPRK1 antag MB
Cc1onc(-c2c(F)cccc2Cl)c1C(=O)NC(=S)N=S(C)(=O)c1ccc(Cl)cc1 (centres undefined)	-4.3	0.6	0.0	4.0	10.3	-44.0	-2.5	-28.4
Cn1c(=O)c2c(nc(N3CCOCC3)n2C/C=C/c2ccccc2)n(C)c1=O	-5.0	5.3	-0.2	-5.2	-2.9	-13.1	-0.2	5.5
CCc1ccc(S(=O)(=O)Nc2ccc(C)c(NS(C)(=O)=O)c2)cc1	8.9	4.8	-0.5	-4.4	6.8	9.2	6.0	6.7
CCC(C(=O)NNC(=O)c1cc(OC)c(OC)c(OC)c1)c1ccccc1 (centres undefined)	0.1	5.1	-0.3	-4.4	0.3	-6.7	2.5	0.9
COC(=O)c1ccccc1SCC(=O)c1cccc([N+](=O)[O-])c1	5.9	1.7	-0.4	-9.1	10.7	3.7	12.2	-9.5
CSc1noc(-c2ccc(S(=O)(=O)NCc3ccccc3)s2)c1C#N	-11.6	-0.5	0.3	-4.4	-1.5	10.8	8.9	-3.2
O=c1cc(C(F)(F)F)[nH]c2ccc(OC(F)(F)F)cc12	-2.4	1.1	2.2	-8.0	-0.1	-8.9	49.0	5.0
CCOC(=O)/C(C#N)=C/Nc1ccsc1C(=O)OC	3.0	4.4	-0.5	-1.4	-4.0	29.3	-4.0	17.1
COC(=O)CSCCC(=O)Nc1cc(C)on1	-3.2	5.4	0.3	-3.8	-7.0	-2.5	-5.8	5.2
N#Cc1nccnc1Sc1ccc(Cl)cc1	-3.2	9.2	0.6	-3.9	-7.2	20.2	8.9	8.9
O=C1CSc2nc3ccccc3n21	7.2	7.9	-0.2	10.1	1.3	-38.9	-4.2	11.9

(continued)
SMILES	TLR4-MyD88 inh	PME-1 Maybridge	NOTCH agonist	rat GALR2 agon	luminol inh ctr	Nox1 inhibitor	S1P1 ag	OPRK1 antag MB
Cc1cc(C)c2c(=O)c(-c3cc(C(=O)O)c4cc5ccccc5cc4n3)coc2c1	4.8	-2.0	-0.6	-7.7	0.5	-92.3	8.2	3.9
O=C(c1cccs1)c1nn(-c2cccc(Cl)c2)c2nc(=O)c(Cc3ccc(Cl)cc3)nn12	0.5	2.2	0.0	-3.6	1.1	-1.4	-25.1	23.1
CC(=O)/C(C=Nc1cc(C(F)(F)F)cc(C(F)(F)F)c1)=C(\C)O	-1.4	0.4	-0.2	-5.8	-3.1	12.8	-18.4	5.6
COc1ccc(-n2ncc(C(=O)Nc3ccccc3Oc3ccccc3)c2C)cc1	-11.3	-0.6	0.1	-11.9	-3.3	2.6	48.5	26.8
Cc1cc(C(F)(F)F)cc(NNS(=O)(=O)c2ccc(Cl)cc2Cl)n1	-1.7	4.2	-0.1	2.8	-0.6	2.2	1.4	-1.4
O=C(O)CSCC(=O)N1CCCc2ccccc21	-5.3	13.4	-0.5	-4.6	2.5	-45.3	9.8	31.6
CCCCc1c(O)c2cccc3c4ccccc4n(c1=O)c23	-0.8	11.4	0.4	-5.2	-1.1	-11.1	3.0	-17.7
NC(=O)c1sc(-c2ccsc2)cc1NC(=O)C(F)(F)F	-5.9	15.3	-0.8	-5.3	1.6	-19.4	17.5	-0.3
O=C(Nc1ccc(OC(F)(F)F)cc1)Nc1nnc(C2CC2)s1	0.0	-22.1	0.1	-5.4	-4.3	21.4	11.7	-1.9
O=C(NOC(=O)c1ccccc1)c1ccccc1	-4.8	-2.8	-0.3	-4.3	-3.9	-2.6	5.5	-17.0
N#C/C=C/c1ccc(Cl)cc1Cl	-2.2	1.1	-0.3	1.8	-0.5	-0.5	-27.3	-18.9
COC(=O)C(C#N)c1ccc(C(F)(F)F)cc1[N+](=O)[O-] (centres undefined)	0.9	0.1	-0.7	-8.4	4.3	-43.5	14.5	-6.8
CCOC(=O)C1CCN(S(=O)(=O)c2cccc3nonc23)CC1	x	-0.5	-0.6	-5.7	3.9	-93.5	-2.0	25.5
COc1cccc(N2CC(=O)N(/N=C/c3ccc(C)o3)CC2=O)c1	-0.9	-3.3	-0.3	-7.1	3.1	-77.7	-5.9	-10.0
Cc1cccc(C(=O)O)c1F	x	8.4	-0.5	-2.0	-5.3	31.5	3.3	16.0
CCOC(=O)c1sc2sc(C(=O)OCC)c(-c3ccco3)c2c1N	-14.3	3.0	0.0	-6.9	2.9	8.5	-3.1	-6.3
C#CCSc1nc(-c2ccc(C(F)(F)F)cc2)nc(C)c1C(C)=O	5.4	3.8	0.3	-2.4	-5.0	35.9	-10.3	27.3
CC(C)(C)C1=CC(=O)C=C(C(C)(C)C)C1=O	11.9	3.4	-0.9	-3.2	-6.9	28.8	11.2	6.3
COC(=O)CS/C(=C(\C=N\O)c1ccccc1)C(F)(F)F	-10.8	7.8	-0.2	-6.8	-5.4	16.6	25.6	12.4
Cc1nnc(SCc2ccc([N+](=O)[O-])cc2)s1	3.3	1.5	0.1	-3.7	-3.5	8.6	-1.6	2.1
O=C(OC1CCSC1)c1cc(C(F)(F)F)cc(C(F)(F)F)c1 (centres undefined)	12.4	-3.5	x	-8.8	2.6	-33.6	120.1*	7.3
CCOC(=O)c1c(C)csc1NC(=O)Nc1c(Cl)cccc1Cl	-0.2	2.7	-0.6	-6.3	-3.3	-4.7	17.1	-39.4
CC(=O)N(c1ccc(NS(=O)(=O)c2cccs2)cn1)S(=O)(=O)c1cccs1	-3.2	5.9	-0.6	-8.9	-4.9	-9.3	-4.3	5.9
O=[N+]([O-])c1cccc(C2N=C(c3ccc(Cl)cc3)NN2)c1 (centres undefined)	7.0	6.1	0.5	-5.1	-5.8	11.1	17.3	8.0
CCOC(=O)c1c(Cl)c(C(C)(C)C)nc(N2CCOCC2)c1C#N	-14.0	7.2	-0.6	-5.4	-6.5	-27.6	-5.2	3.6
Cc1noc(C)c1C(=O)N1CCC(C(=O)c2ccc(F)cc2F)CC1	1.1	1.1	-0.7	-6.7	-2.8	3.9	-0.2	-0.1
O=C1c2ccc3ccccc3c2-c2cccc3cccc1c23	-2.6	39.8*	-0.2	-7.0	1.0	-21.7	-4.8	14.6
O=C1OC(c2ccccc2)C(Cl)=C1Cl (centres undefined)	11.7	4.1	-0.6	-3.7	-3.9	-25.0	5.3	-1.2
Cc1nnsc1-c1nc(CSc2ccccn2)no1	5.7	4.8	-0.3	-6.9	-4.7	7.8	-0.3	17.8
O=C(O)Cc1ccc(OC(F)(F)F)cc1	5.4	0.1	-0.2	-3.6	-2.8	-2.0	-15.9	17.7
N/C(=N\OC(=O)c1ccc([N+](=O)[O-])o1)c1ccc(Oc2ccc(C(F)(F)F)cc2[N+](=O)[O-])cc1	-2.8	0.6	-0.2	-6.2	0.0	1.1	5.2	5.9
CCOC(=O)/C(C#N)=C/Nc1nc2ccc(C)cc2s1	-8.3	9.2	-0.1	-5.3	-0.4	5.8	87.1*	-0.5

Some of the compounds tested. The share of hits here may be higher or lower than overall.
